Screens deposited in PubChem by National Center for Advancing Translational Sciences (NCATS).
Pol kappa inh: blocks human DNA polymerase kappa activity; Q9UBT6; purified Pol kappa, fluorescent DNA synthesis assay, 10 min; Potency, µM (series often up to 107 µM), inactives show at the highest dose activity, negative = inhibition, most hits filed as inhibitors; 0.53% of 400,000 active; AID 588579; also: potency is read from the fitted curve at half-maximal effect; % is scaled to controls: 0 for no effect and ±100 for the full control effect
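Here, compound and 10 nM enzyme are combined for 15 min at room temperature; adding 50 nM substrate (final) starts DNA synthesis, tracked by fluorescence at 0 and 10 min against buffer-only wells.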
Pol iota inh: DNA polymerase iota (human) inhibition; Pol iota fluorescent replication assay, 10 min; Potency, µM (highest dose often 115 µM), inactives show top-dose activity, negative = inhibition, actives largely listed as inhibitors; 1% of 390,000 active; AID 588590; also: potency is read from the fitted curve at half-maximal effect
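Fluorescent replication assay read twice, at 0 min and 10 min after adding 50 nM (final) substrate. Enzyme (10 nM) and compounds were first incubated 15 min at room temperature; enzyme-free buffer wells were negative controls.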
BLM helicase inh: inhibitors of human Bloom syndrome helicase BLM | P54132 | recombinant BLM DNA unwinding, fluorescence dequenching | Potency, µM (series often up to 56.1 µM), inactives show top-dose activity change, negative = inhibition, hits mostly inhibitors | 0.2% of 350,000 active | AID 2528;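 also: potency is read from the fitted curve at half-maximal effect; plate controls were vehicle for no effect and no enzyme for full effect; nearly all actives have a fitted effect of over 35% in size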
APE1 inh: APE1 (human) endonuclease inhibition; P27695; recombinant APE1, TAMRA/BHQ-2 abasic DNA cleavage fluorescence; Potency, µM (highest dose often 65.8 µM), for the others: at the top dose activity change, negative = inhibition, most hits filed as inhibitors; 0.35% of 350,000 active; AID 2517;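 also: potency is read from the fitted curve at half-maximal effect; plate controls were vehicle for no effect and reference inhibitor for full effect; nearly all actives have a fitted effect of over 55% in size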
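Kinetic fluorescence read (525 ex/598 em nm, three reads 60 s apart) of AP-site incision; signal = third minus first read. Enzyme 0.75 nM, dual-labelled THF duplex 50 nM, compound preincubation 15 min RT.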
Pol eta inh: inhibitors of human DNA polymerase eta; 1.2% of 390,000 active; Q9Y253; recombinant Pol eta, fluorescent DNA replication assay; Potency, µM (doses to about 114 µM), without a hit: at the top dose activity change, negative = inhibition, most hits filed as inhibitors; also: potency is read from the fitted curve at half-maximal effect; % is scaled to controls: 0 for no effect and ±100 for the full control effect
Target sequence (Q9Y253 whole entry, looked up): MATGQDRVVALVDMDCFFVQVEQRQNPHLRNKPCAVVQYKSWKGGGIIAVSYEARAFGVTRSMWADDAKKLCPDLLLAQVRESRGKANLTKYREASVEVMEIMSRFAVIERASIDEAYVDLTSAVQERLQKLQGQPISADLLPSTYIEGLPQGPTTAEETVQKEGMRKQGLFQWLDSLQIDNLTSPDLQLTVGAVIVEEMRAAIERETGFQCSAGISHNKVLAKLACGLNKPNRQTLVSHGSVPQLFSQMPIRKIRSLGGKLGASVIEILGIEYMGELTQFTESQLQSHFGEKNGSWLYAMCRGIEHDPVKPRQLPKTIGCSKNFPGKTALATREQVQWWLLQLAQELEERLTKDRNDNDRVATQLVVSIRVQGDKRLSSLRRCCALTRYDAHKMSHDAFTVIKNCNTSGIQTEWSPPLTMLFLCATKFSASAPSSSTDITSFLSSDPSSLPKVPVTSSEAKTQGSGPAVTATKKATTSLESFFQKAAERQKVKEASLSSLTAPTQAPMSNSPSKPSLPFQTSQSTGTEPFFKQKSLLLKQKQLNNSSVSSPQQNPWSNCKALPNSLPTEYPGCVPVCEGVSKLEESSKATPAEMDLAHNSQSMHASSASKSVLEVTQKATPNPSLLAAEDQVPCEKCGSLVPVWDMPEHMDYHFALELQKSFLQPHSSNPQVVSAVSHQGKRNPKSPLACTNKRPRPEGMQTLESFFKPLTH
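Pol eta (10 nM) was preincubated with compounds for 15 min at room temperature, after which fluorescent replication substrate (50 nM final) was added to start the reaction. Fluorescence was read kinetically at 0 and 10 min.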
LDHA inh: blocks human lactate dehydrogenase A. P00338. purified LDHA, NADH/diaphorase-resazurin fluorescence; stronger effect = lower value. activity change, % (values are at about 110 or 230 µM). 0.15% of 480,000 active. AID 1347041; in the data active = activity change below about -30%; inconclusive = mostly about -25% to -30%;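 also: plate controls were DMSO wells for no effect and wells without enzyme for full effect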
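Enzyme activity of human lactate dehydrogenase 5 (2 nM; 0.06 mM NADH, 0.2 mM pyruvate, 5 min, RT) is measured via a resazurin/diaphorase fluorescence readout of residual NADH.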
GRP78 ERSR act: ER stress response induction in glioma; U87-MG GRP78 promoter luciferase reporter, 16 h; Potency, µM, for the others: at the highest dose activation, usual class: activators; 0.02% of 420,000 active; AID 602332; also: potency is read from the fitted curve at half-maximal effect; series mostly up to about 76 µM; % of control where 0% means no effect; nearly all actives have a fitted effect of over 35% in size
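Stably transfected U87-MG human glioma cells carrying a GRP78-based luminescent sensor were seeded at 1000 cells/well, pin-dosed with compounds and incubated 16 h. Luciferase reagent was then added, and end-point luminescence was read after 10 min at room temperature.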
POLB inh: blocks human DNA polymerase beta activity; P06746; Pol beta primer extension/strand displacement, fluorescence kinetic; Potency, µM (titrated, usually from 114 µM), for inactives: top-dose activity change, negative = inhibition, most hits filed as inhibitors; 1.3% of 340,000 active; AID 485314; also: potency is read from the fitted curve at half-maximal effect; % is scaled to controls: 0 for no effect and ±100 for the full control effect
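Pol beta (10 nM) and compounds were preincubated 15 min at room temperature, then 50 nM substrate (final) started primer extension/strand displacement. Reads were taken at 0 and 10 min; concentration-response data were fitted to a four-parameter Hill equation.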
Apoferritin bind: candidate novel general anesthetic via apoferritin binding | P02791 | apoferritin/1-aminoanthracene competitive binding, fluorescence | Potency, µM (doses to about 77.5 µM), for the others: at the top dose activity change, negative = displacement, usual class: inhibitors | 0.074% of 350,000 active | AID 485281; also: potency is read from the fitted curve at half-maximal effect; % is scaled to controls: 0 for no effect and ±100 for the full control effect; nearly all actives have a fitted effect of over 20% in size
Target sequence (P02791 2-175 limits assumed): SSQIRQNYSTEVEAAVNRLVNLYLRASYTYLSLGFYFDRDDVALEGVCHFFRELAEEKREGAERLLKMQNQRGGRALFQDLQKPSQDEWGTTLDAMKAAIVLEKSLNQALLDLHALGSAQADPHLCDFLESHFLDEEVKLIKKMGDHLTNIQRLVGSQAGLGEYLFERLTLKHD
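Concentration-response curves derived by four-parameter Hill fitting of normalized fluorescence, where compounds displaced 1-AMA from 10 uM horse apoferritin following a brief 10 min room-temperature incubation; propofol titration acted as positive control.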
* = called active by the depositor; ? = inconclusive; . = no result given; & = joins results of further samples; [ ] = another dose, or the depositor's remark. Unless noted, calls follow the shape of the dose curve; as a rule, active = well fitted curve in the direction sought with a large enough effect; inconclusive = small, poorly fitted or top-dose-only effect, or another doubt; inactive = no such curve, though single readings can be large; an effect the other way counts as inactive or inconclusive. These rows are one share of the data, so the mix of outcomes need not match the whole.

# | structure | Pol kappa inh | Pol iota inh | BLM helicase inh | APE1 inh | Pol eta inh
1 | CCCCc1nc(SCC(=O)Nc2ccc(S(N)(=O)=O)cc2)n[nH]1 | -3% | -5%&22% | 0%&-3% | -2% | -19%&-20%
2 | COc1ccc(CN(C)C(=O)Cc2ccc(OC)c(S(=O)(=O)N3CCOCC3)c2)cc1OC | 3% | 3% | . | 21% | -1%
3 | O=[N+]([O-])c1cccc2ccc(/C=C/c3cccc(Br)c3)nc12 | -6% | 110%[activator] | 1% | -5% | -19%
4 | CC(=O)Nc1ccc(S(=O)(=O)N2CCCC(C(=O)N3CCN(c4ccccc4)CC3)C2)cc1 (stereo unspecified) | -2% | 19% | -3% | 25% | -20%
5 | O=C1OC(C(=O)Nc2ccc(Cl)c(C(F)(F)F)c2)Cc2ccccc21 (stereo unspecified) | -21% | -8% | -4% | . | -10%
6 | COc1cc(SC)ccc1C(=O)NC1CCCc2ccccc21 (stereo unspecified) | 1% | 14% | -10% | -12% | -21%
7 | CCOC(=O)c1c(SC)[nH]c2c(Cl)cccc2c1=O | -9% | 0%[58.9 µM] | -1% | 2% | -2%
8 | CC(C)N1C(=O)C2C(C(=O)NCc3ccccc3)C3C=CC2(O3)C1C(=O)NC(C)(C)C (stereo unspecified) | -10% | 0% | 2% | -6% | -4%
9 | Oc1ccc(-c2nc3ccc(Cl)cn3c2Nc2ccc3c(c2)OCO3)cc1 | -13% | -3% | 1% | . | 3%
10 | O=C(N/N=C/c1cccn1-c1ccc([N+](=O)[O-])cc1)C(O)c1ccccc1 (stereo unspecified) | -4% | ? | -2% | -1% | -9%
11 | CN(C)c1nc2n(c(=O)n1)CCO2 | -11%[60.1 µM] | 28% | 1% | -1% | -3%
12 | Fc1ccccc1NC(=S)Nc1cccc2cnccc12 | -14% | 84%[activator] | -7% | -6% | -8%
13 | Cc1cn(CC(=O)N(C)Cc2ccco2)c(=O)[nH]c1=O | -28% | 27% | . | . | 0%
14 | CCc1ccc(C(=O)C(C)OC(=O)c2nc3nc(C)cc(C)n3n2)cc1 (stereo unspecified) | 0% | 29% | . | -6% | 1%
15 | FC(F)(F)c1ccccc1NC(=S)N/N=C1\CC2CC=CC12 (stereo unspecified) | 3% | -19% | -3% | 0% | -11%

# | LDHA inh | GRP78 ERSR act | POLB inh | Apoferritin bind
1 | -5&0 | -6%&1% | 0%&-1% | -2%&1%
2 | 0 | -2% | . | .
3 | 1 | -1% | 23% | -10%
4 | 1 | -3% | 1% | -15%
5 | 0 | -7% | 0% | -19%
6 | 9 | 0% | 17% | -15%
7 | -9 | -1% | -3% | 4%
8 | -11 | -5% | 4% | -9%
9 | -3&13 | 0% | -2% | -4%
10 | -3 | -1% | 2% | -3%
11 | -13 | -4% | 11% | -5%
12 | 14 | -3% | 15% | -8%
13 | -9 | -4% | . | .
14 | -6 | 0% | . | .
15 | -3 | -3% | 5% | -23%

5 compounds already listed, arranged by the number in Pol eta inh, low to high:
cpd	Compound	Pol kappa inh	Pol iota inh	BLM helicase inh	APE1 inh	Pol eta inh	LDHA inh	POLB inh
6	COc1cc(SC)ccc1C(=O)NC1CCCc2ccccc21 (stereo unspecified)	1%	14%	-10%	-12%	-21%	9	17%
4	CC(=O)Nc1ccc(S(=O)(=O)N2CCCC(C(=O)N3CCN(c4ccccc4)CC3)C2)cc1 (stereo unspecified)	-2%	19%	-3%	25%	-20%	1	1%
3	O=[N+]([O-])c1cccc2ccc(/C=C/c3cccc(Br)c3)nc12	-6%	110%[activator]	1%	-5%	-19%	1	23%
15	FC(F)(F)c1ccccc1NC(=S)N/N=C1\CC2CC=CC12 (stereo unspecified)	3%	-19%	-3%	0%	-11%	-3	5%
10	O=C(N/N=C/c1cccn1-c1ccc([N+](=O)[O-])cc1)C(O)c1ccccc1 (stereo unspecified)	-4%	?	-2%	-1%	-9%	-3	2%

Next section.
# | structure | Pol kappa inh | Pol iota inh | BLM helicase inh | APE1 inh | Pol eta inh
16 | COc1ccc(Cn2nnnc2C(c2ccccc2)N2CCN(C3CCCC3)CC2)cc1 (stereo unspecified) | -6% | 7% | -2% | 28% | -8%
17 | COc1cc(/C=N/NC(=O)c2ccc(NC(=O)C3CC3)cc2)ccc1OC(C)=O | -19% | 16% | -2% | -7% | -15%
18 | CC1CC(C)CN(c2ncc3c(n2)CC(c2ccccc2Cl)CC3=O)C1 (stereo unspecified) | -12% | 8% | -10% | 10% | -16%
19 | O=C(Nc1ccc(S(=O)(=O)Nc2nccs2)cc1)c1nn(-c2ccccc2)ccc1=O | 2% | -8% | ? | ? | 6.3µM*
20 | c1ccc(Cn2cc(-c3cccnc3)cn2)cc1 | -20% | 5% | . | 41% | -14%
21 | Cc1ccc(NC2CCCN(C(=O)c3ccccc3N3CCOCC3)C2)cc1C (stereo unspecified) | 5% | 52%[activator] | 0% | 40% | -18%
22 | Cc1cccc2c1-c1sc(C(=O)Nc3ccccc3N3CCN(C)CC3)cc1CO2 | -13% | 27% | 3% | 9% | -4%
23 | Cc1nnc2sc(-c3ccc(NC(=O)CSc4ccc(Cl)cc4)cc3)nn12 | -2% | ? | 4% | -2% | -29%
24 | CC(C)CN(CCNC(=O)CN1C(=O)COc2ccc(S(=O)(=O)N3CCOCC3)cc21)CC(C)C | -17% | -3% | 4% | 38% | -24%
25 | O=C(CSc1nccc(=O)[nH]1)NC1CCCC1 | -2% | 29% | -1% | 7% | -17%
26 | CN(C)c1ccc(C(C[N+](=O)[O-])c2c(N)n(C)c(=O)n(C)c2=O)c(F)c1C#N (stereo unspecified) | -16% | ? | -3% | -3% | -6%
27 | COc1cccc(NS(=O)(=O)c2ccc(S(=O)(=O)N3CCOCC3)cc2)c1 | -5% | 26% | 1% | 1% | -21%
28 | COc1ccc(S(=O)(=O)c2c(Nc3ccc(F)cc3)sc(C(=O)c3ccc(C)cc3C)c2N)cc1 | -1%[60.1 µM] | 2% | -7% | . | -7%
29 | O=[N+]([O-])c1ccc(N2CCN(CCO)CC2)c2ncccc12 | -11% | 169%[activator] | -12% | 20% | -20%
30 | O=C(C1CCN(S(=O)(=O)c2cccc3nsnc23)CC1)N1CCCc2ccccc21 | -7% | 4% | -2% | 4% | 2%

# | LDHA inh | GRP78 ERSR act | POLB inh | Apoferritin bind
16 | -8 | -5% | 6% | -9%
17 | -9 | -1% | 15% | -3%
18 | -1 | -5% | 7% | 7%
19 | -9 | -2% | ? | -9%
20 | -6 | 3% | . | .
21 | 2 | 1% | 36% | -9%
22 | -3 | -7% | 3% | 4%
23 | -4 | -3% | ? | -14%
24 | -2 | -3% | -23% | -5%
25 | -3 | -4% | 45% | -2%
26 | -3 | -14% | 0% | 4%
27 | 0 | -6% | 3% | -21%
28 | -1 | -3% | 2% | 47%[activator]
29 | 10&2 | -5% | 1% | -11%
30 | -4 | -3% | -23% | ?

One compound at a time (already shown). Values in the order: Pol kappa inh	Pol iota inh	BLM helicase inh	APE1 inh	Pol eta inh	LDHA inh	GRP78 ERSR act	POLB inh	Apoferritin bind
Listed for `CC(C)CN(CCNC(=O)CN1C(=O)COc2ccc(S(=O)(=O)N3CCOCC3)cc21)CC(C)C` : -17%	-3%	4%	38%	-24%	-2	-3%	-23%	-5%
Listed for `Fc1ccccc1NC(=S)Nc1cccc2cnccc12` : -14%	84%[activator]	-7%	-6%	-8%	14	-3%	15%	-8%

Next section.
# | structure | Pol kappa inh | Pol iota inh | BLM helicase inh | APE1 inh | Pol eta inh
31 | COc1ccc(OC)c(NC(=O)C2CCCN(S(=O)(=O)c3ccc4c(c3)CCCC(=O)N4)C2)c1 (stereo unspecified) | 2% | 50%[activator] | 0% | . | -16%
32 | Cc1c(C(=O)NCCN2C(=O)S/C(=C\c3cccs3)C2=O)cccc1[N+](=O)[O-] | -15% | 36%[activator] | -11% | 2% | -4%
33 | COC(=O)c1sc(C(F)(F)F)c(-c2ccccc2)c1S(=O)(=O)N1CCOCC1 | -5% | 138%[activator] | . | . | -18%
34 | COc1ccc(N(CC(=O)NCCSC2CCCCC2)S(C)(=O)=O)c(OC)c1 | -5% | 20% | -1% | 20% | -14%
35 | C/C(Cl)=C/Cn1c(NCCCn2ccnc2)nc2c1c(=O)[nH]c(=O)n2C | -3% | -9% | 0% | -1% | -14%
36 | CC(C)C(NS(=O)(=O)c1cccc(C(F)(F)F)c1)C(=O)O (stereo unspecified) | 6% | 5% | -2% | ? | -3%
37 | CCN1C(=O)CC2(C[N+]3(C)CCC2CC3)C1=O (stereo unspecified) | 7% | 7% | 1% | 2% | -15%
38 | Cc1ccc2nc(SCC(=O)N3CCCCCC3)nc(=O)n2c1 | -6% | 32%[activator] | . | 7% | -11%
39 | COc1ccccc1N1C(=O)C2C3CC(c4ccccc4)C(C3)C2C1=O (stereo unspecified) | -2% | 129%[activator] | -2% | 2% | -17%
40 | O=C(Nc1cccc(-c2nc3ncccc3o2)c1)c1ccco1 | -5% | 21% | 5% | 4% | -6%
41 | COc1ccc(C2CC(c3cccs3)=NN2C(=O)CSc2nc(=O)n3cc(C)ccc3n2)cc1 (stereo unspecified) | -1% | 43%[activator] | . | 37% | -22%
42 | COC(=O)c1ccccc1NC(=O)Cn1c(=O)nc(-c2ccccc2)c2cc(Cl)ccc21 | -11%[60.1 µM] | 24% | -3% | . | -13%
43 | COCCN(Cc1cc2cc(C)c(C)cc2nc1Cl)C(=O)N1CCOCC1 | -8% | 26% | 0% | -8% | 5%
44 | COc1ccc(/C=N/n2nnnc2N)c(OC)c1 | 0% | -3% | -1% | 8% | -4%

# | LDHA inh | GRP78 ERSR act | POLB inh | Apoferritin bind
31 | 5 | -5% | -1% | -13%
32 | -3 | -3% | 15% | 3%
33 | -3 | -4% | . | .
34 | -8 | -3% | -22% | -19%
35 | 0 | -4% | -2% | -5%
36 | -1 | -3% | 21% | 3%
37 | 3 | -3% | 24% | -7%
38 | -7 | -1% | . | .
39 | -6 | -5% | 3% | -14%
40 | -6 | -1% | 14% | -22%
41 | -5 | 2% | . | .
42 | -16 | 1% | 10% | -11%
43 | -16 | 0% | 4% | -6%
44 | -7 | 3% | 89% | -9%
